Compound activity as filed in PubChem.
Myeloid diff 2 = induction of myeloid progenitor differentiation, primary screen, cell-based, flow cytometry, MLPCN library. hit rate 1% among 360,000. calls only at 10 µM. ER-HoxA9 myeloid progenitors, lysozyme-GFP differentiation;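 active = normalized GFP-positive differentiation at or above the plate's own cutoff, the solvent-only control mean plus 3 SD; inconclusive = no clear call, values can overlap the other calls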;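 also: cells exposed to compound for four days before flow analysis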
Myeloid diff 2 GFP+ MAC1+ % = recorded beside Myeloid diff 2, whose call it bears; GFP+ MAC1+ double positive, %; measured here: differentiation confirmed by MAC1 staining
* marks the source's active call; other numbers are inactive results; i = inactive; ? = inconclusive; / = not tested or not shown; + = active, no number; & = joins results of further samples. Not all compounds are listed. The share of hits here may be higher or lower than overall.

Structure | Myeloid diff 2 | Myeloid diff 2 GFP+ MAC1+ %
C[C@@H]1CN([C@@H](C)CO)C(=O)Cc2cc(NC(=O)Nc3cccc4ccccc34)ccc2O[C@@H]1CN(C)S(C)(=O)=O | i | 2.1
COc1cccc(COc2ccc3c(C)c(Cc4ccccc4)c(=O)oc3c2)c1 | i | 0.0
COc1ccccc1OCCNC(=O)CCS(=O)(=O)c1ccccc1 | i | 1.3
O=S(=O)(c1ccccc1F)N1CCN(Cc2cc3c(cc2O)OCO3)CC1 | i | 0.5
O=C(NCC(=O)N1CCN(Cc2c(F)cccc2Cl)CC1)c1cccs1 | i | 1.3
COc1ccc(NC(=O)N(CCCN2CCOCC2)Cc2cccnc2)c(OC)c1 | i | 2.2
O=C(COC(=O)c1nc(Cl)ccc1Cl)Nc1ccc2[nH]c(=O)[nH]c2c1 | i | 0.7
NC(=NCCc1ccccc1)NC(=O)c1cc(Cl)ccc1O | i | 0.5
CCc1nc2ccc(C(=O)N3CCN(S(=O)(=O)CC)CC3)cn2c1N(C)C(=O)C1CCCCC1 | i | 1.1
COc1cc(OC)c2c3c(c(C4CCCCC4)nc2c1)CCC3 | i | 1.0
CC1(C(=O)Nc2cnc3ccccc3c2)CCN1C(=O)c1ccccc1CCc1ccccc1 (configuration not stated) | i | 0.8
Cc1nc(N)nc(N)c1-c1ccc(Cl)c(Cl)c1 | ? | /
Cc1noc(C)c1NC(=O)N(C)C[C@H]1Oc2ccc(NS(=O)(=O)c3cccs3)cc2C(=O)N([C@H](C)CO)C[C@@H]1C | i | 0.6
CCN(C(=O)COC(=O)CCOc1cc(C)ccc1C)c1c(N)n(Cc2ccccc2)c(=O)[nH]c1=O | i | 1.3
COC(=O)[C@]12CCCCC=C1N(Cc1ccc(Cl)cc1Cl)C(=O)[C@H](CC(=O)N1CCCC1)C2 | i | 1.3

Ordered by molar mass (falling): some entries from above.
Structure | Myeloid diff 2 | Myeloid diff 2 GFP+ MAC1+ %
Cc1noc(C)c1NC(=O)N(C)C[C@H]1Oc2ccc(NS(=O)(=O)c3cccs3)cc2C(=O)N([C@H](C)CO)C[C@@H]1C | i | 0.6
C[C@@H]1CN([C@@H](C)CO)C(=O)Cc2cc(NC(=O)Nc3cccc4ccccc34)ccc2O[C@@H]1CN(C)S(C)(=O)=O | i | 2.1
COc1ccc(NC(=O)N(CCCN2CCOCC2)Cc2cccnc2)c(OC)c1 | i | 2.2
NC(=NCCc1ccccc1)NC(=O)c1cc(Cl)ccc1O | i | 0.5

Reprinted at random: two records from the list
Structure | Myeloid diff 2 | Myeloid diff 2 GFP+ MAC1+ %
NC(=NCCc1ccccc1)NC(=O)c1cc(Cl)ccc1O | i | 0.5
COc1ccc(NC(=O)N(CCCN2CCOCC2)Cc2cccnc2)c(OC)c1 | i | 2.2

Carrying on.
Structure | Myeloid diff 2 | Myeloid diff 2 GFP+ MAC1+ %
CCOC(=O)c1ccc2c(c1)nc(SC(C)C(=O)NCC1CCCO1)n2CC (configuration not stated) | i | 0.2
O=C(NCCS(=O)(=O)NCc1cccnc1)c1ccccc1 | i | 1.3
COc1ccc(NC(=O)CN(C)C(=O)c2ccc(NS(=O)(=O)c3ccc(C)c([N+](=O)[O-])c3)cc2)cc1 | i | 1.3
COc1ccc(C(=O)n2cnc3ccccc32)cc1Br | i | 0.4
COc1ccc(-c2csc(NC(=O)C3=COCCO3)n2)c(OC)c1 | i | 0.9
Cc1c(C(=O)N2CC(C(=O)N3CCCCC3)Oc3ccccc32)oc2ccccc12 (configuration not stated) | i | 0.1
Cc1noc(C)c1C(=O)OCC(=O)NCCc1ccccc1 | i | 0.8
Nc1[nH]c(C(=O)c2ccccc2)c(-c2ccccc2Br)c1C(=O)NCCc1ccc(Cl)cc1Cl | i | 0.8
C[C@@H]1CN([C@H](C)CO)C(=O)c2c(c3ccccc3n2C)-c2ccccc2CO[C@H]1CN(C)Cc1ccc(C(F)(F)F)cc1 | i | 0.8
CC(Sc1nnc(C2CC2)n1C1CC1)C(=O)N(C)Cc1cccc(F)c1 (configuration not stated) | i | 0.5
COC(=O)C[C@H]1CC[C@H](NC(=O)Cc2ccccc2)[C@@H](CO)O1 | i | 1.2
CCN(CC)C(=O)c1ncn2c1c(=O)[nH]c1ccccc12 | i | 0.3
CC1CN(S(=O)(=O)c2cccc(C(=O)OCCOc3ccccc3)c2)CC(C)O1 (configuration not stated) | i | 0.2
CCCCn1c(N)c(N(CC(C)C)C(=O)c2ccco2)c(=O)[nH]c1=O | i | 0.4
O=C(c1ccccc1F)N1N=C(C(F)(F)F)CC1(O)c1ccccc1 (configuration not stated) | i | 0.7
C#CCNC(=O)C1=C[C@H](C(C)(C)C)C[C@H](OCCCCO)O1 | i | 2.4
CC(C)(C)S(=O)N1Cc2cc(C(=O)NCCCN3CCOCC3)nc(-c3cccc(-c4cc5ccccc5o4)c3)c2[C@H]1CCO (some centres not stated) | i | 0.9
COc1ccccc1N1CCN(c2ccc(S(=O)(=O)N3CCN(C)CC3)cn2)CC1 | i | 1.7
Cc1sc2ncnc(N3CCC(C(=O)Nc4sc5c(c4C(N)=O)CCC(C)C5)CC3)c2c1C (configuration not stated) | i | 0.6
CC(=O)Nc1ccc(NC(=O)CCc2nc3sc4c(c3c(=O)[nH]2)CCCC4)cc1 | i | 0.9
COc1ccc(-c2csc(C(C)(O)c3cccc(OC)c3)n2)cc1 (configuration not stated) | i | 0.5
CCN(CC(=O)Nc1ccc(Br)cc1)CC(=O)Nc1cc(C)on1 | i | 0.8
O=C(CSc1ccc2c(c1)OCCO2)N1CCN(c2ccccc2O)CC1 | i | 0.8
C[C@@H](c1ccccc1)N1C[C@@H](COCc2ccccc2)Oc2cc(N3CCC[C@H]3C(N)=O)ccc2S1(=O)=O | i | 1.4
O=C(C[C@H]1C/C=C\C[C@H](Cc2ccc(F)cc2)C(=O)OC[C@@H]2CCCN2C1=O)N[C@H](CO)Cc1ccccc1 | i | 0.7
COc1ccc(N(Cc2ccccc2)S(=O)(=O)c2cccc(C(=O)Nc3ccccn3)c2)cc1 | i | 1.6
Cc1c(C)n2c(SCC(=O)Nc3ccc4c(c3)OCCO4)nnc2[nH]c1=O | i | 0.5
CC(=O)NC(CC(=O)OCC(=O)N1CCN(S(=O)(=O)c2ccc(Cl)cc2)CC1)c1ccccc1 (configuration not stated) | i | 1.0
C=CCNc1nc(C(=O)OCC(=O)Nc2ccccc2C(F)(F)F)cs1 | i | 0.3
Cc1onc(-c2ccccc2)c1C(=O)Nc1cccc(S(=O)(=O)N2CCCCC2)c1 | i | 0.5
O=C1CN(C(=O)COC(=O)c2ccc([N+](=O)[O-])o2)c2ccccc2N1 | i | 1.1
COc1ccccc1C(c1c(O)nc(SC)[nH]c1=O)c1c(O)nc(SC)[nH]c1=O | i | 0.5
Cc1ccc(S(=O)(=O)N2CCN(C(=O)COC(=O)CCOc3ccccc3C)CC2)cc1 | i | 0.4
O=C1NC(Cc2ccccc2)c2nc3cc(F)ccc3c(=O)n2-c2cc3ccccc3cc21 (configuration not stated) | i | 0.9
Cc1ccc(NC(=O)C(C)OC(=O)Cn2[nH]c(=O)c3ccccc3c2=O)cc1 (configuration not stated) | i | 0.6
CCCCc1c(-c2ccccc2)ncn1CCc1ccccc1OC | i | 0.8
O=C(COC(=O)c1nc(Cl)ccc1Cl)NNC(=O)c1ccccc1 | i | 1.1
CCN(C(=O)CSc1nccc(=O)[nH]1)c1cccc2ccccc12 | i | 1.5
COc1ccc(C(=O)N[C@H](C(=O)NC2CCCCC2)C(C)C)cc1 | i | 1.5
O=C(Nc1c(-c2ccccc2)[nH][nH]c1=O)c1ccc2c(c1)OCO2 | i | 1.4
N#Cc1ccccc1S(=O)(=O)N1CCN(C(=O)C2CCCCC2)CC1 | i | 0.9
CCN1CCC(O)(C(C(=O)O)c2ccccc2)CC1 (configuration not stated) | i | 0.3
CC1CCCCC12NC(=O)N(CC(=O)N(C)Cc1nc3ccccc3c(=O)[nH]1)C2=O (configuration not stated) | i | 0.7
O=C(COC(=O)COc1ccc(Cl)cc1)NCCNC(=O)COC(=O)COc1ccc(Cl)cc1 | i | 0.4
COc1ccc(CNC(=O)C[C@H]2C[C@H](C(=O)N3CCOCC3)[C@@]3(C)c4[nH]c5ccc(Cl)cc5c4CCN3C2=O)cc1OC | i | 0.3
CC(=O)c1cccc2c1OC(C)C(=O)N2Cc1ccc(Cl)cc1 (configuration not stated) | i | 1.1
Cc1ccnc(NC(=O)c2cccc(S(=O)(=O)N3CCN(c4ccccc4)CC3)c2)c1 | i | 0.5
O=C(CN1C(=O)c2ccc([N+](=O)[O-])cc2C1=O)Nc1ccccc1N1CCCC1 | i | 0.1
O=C(COC(=O)c1ccc(Br)o1)NCCNC(=O)COC(=O)c1ccc(Br)o1 | i | 1.8
C[C@@H]1CN([C@H](C)CO)C(=O)CCCn2nncc2CO[C@@H]1CN(C)S(=O)(=O)c1ccc2ccccc2c1 | i | 0.8
CCCS(=O)(=O)NC(=O)C1(C)CCN(C(=O)c2cc(F)cc(F)c2)C1 (configuration not stated) | i | 1.8
O=C(OCC(=O)N1CCN(c2ccccc2)CC1)c1nc(Cl)ccc1Cl | i | 0.7
Cc1ccc(NC(=O)COC(=O)c2c[nH]c3ccccc23)cc1C | i | 0.9
CC1(C(=O)Nc2cccc(Oc3ccccc3)c2)CCN1C1Cc2ccccc2C1 (configuration not stated) | i | 1.5
Cc1cc(C)cc(N(CCC#N)C(=O)CSc2ncnc3sccc23)c1 | i | 1.5
CC1(Cc2ccccc2OC(F)(F)F)C(=O)Nc2ccc(S(=O)(=O)NC3CCCCC3)cc21 (configuration not stated) | i | 1.8
CCOc1ccc(NC(=O)CN(C)C(=O)C2COc3ccccc3O2)cc1OCC (configuration not stated) | i | 0.5
CC(=O)c1c(C)[nH]c(C(=O)OCC(=O)N2CCCC2=O)c1C | i | 1.1
O=C(Nc1ccc(Cl)c(C(F)(F)F)c1)C1Cc2c(-c3ccccc3Oc3ccccc3)ccnc2O1 (configuration not stated) | i | 0.5
O=C1c2ccccc2C(c2nnnn2Cc2ccccc2)N1Cc1cccs1 (configuration not stated) | i | 0.8&0.7

(next part)
Structure | Myeloid diff 2 | Myeloid diff 2 GFP+ MAC1+ %
CCCCCCN1C[C@@H](O)[C@H](n2cc(COC(=O)c3ccccc3)nn2)C[C@@H]1c1ccc(Cl)cc1 | i | 1.0
O=C(O)c1cc2c(cc1NC(=O)C1CCCC1)OCCO2 | i | 0.7
Cc1ccc(C(=O)Nc2ncccc2O)cc1S(=O)(=O)N1CCCCC1 | i | 0.8
O=C(c1ccc(-c2ccccc2)cc1)N1CCC2CC1c1cc(-c3ccc4c(c3)OCO4)ccc12 (configuration not stated) | i | 0.4
C[C@H]1CN([C@@H](C)CO)C(=O)c2cc(Br)cnc2O[C@@H]1CN(C)S(=O)(=O)c1cn(C)cn1 | i | 1.1
COC(C/C=C/[C@H](O)[C@@H](C)OCc1ccccc1)OC | i | 0.7
CCN(CC(=O)NNC(=O)c1ccccc1)Cc1ccc(OC)c(F)c1 | i | 0.7
Cn1cnnc1SCC(=O)NNC(=O)c1ccc([N+](=O)[O-])cc1 | i | 0.2
Cc1csc(=O)n1CCC(=O)OCC(=O)NNC(=O)c1ccccc1 | i | 0.1
CC(C)(C)N(Cc1ccccc1)C(=O)COC(=O)c1ccc(N2CCCC2=O)cc1 | i | 1.9
COC(=O)c1ccc2nc(-c3ccc(C)cc3)c(Cc3ccc(OC)cc3C)n2c1 | i | 1.6
CCc1cccc(-n2c(SCC(=O)c3c(N)n(C4CC4)c(=O)[nH]c3=O)nnc2N2CCOCC2)c1 | i | 2.2
O=C1CCC[C@@H]2C[C@@]3(C[C@@H]4CCN1[C@H]24)Nc1cc(Cl)c(Cl)cc1NC3=NCc1ccccc1 | i | 1.6
CC(Nc1nc(-c2ccc(F)cc2)cs1)c1nc2cc(Cl)c(N3CCCCC3)cc2n1CCCO (configuration not stated) | i | 4.8
CN(C)c1ccc(C=C2SC(=S)NC2=O)cc1 | + | 15.8*
CC1Cc2ccccc2N1C(=O)CN(C)CC(=O)Nc1ccc(OC(F)(F)F)cc1 (configuration not stated) | i | 0.7
COC(=O)C(CCC(C(=O)OC)N1C(=O)c2ccccc2C1=O)N1C(=O)c2ccccc2C1=O (configuration not stated) | i | 1.3
CC1=C(C(=O)N2CCOCC2)CC(CC(=O)NC2CCCC2)C(=O)N1Cc1ccc(F)cc1 (configuration not stated) | i | 0.2
Cc1cc(-c2ccccc2)cc(C)n1 | i | 1.3
CCOc1ccc(NC(=O)CNc2cccc(S(=O)(=O)N3CCCCCC3)c2)cc1OCC | i | 1.0
C[C@H](Cc1ccccc1)Nc1ncnc2c1ncn2[C@@H]1O[C@H](CO)[C@@H](O)[C@H]1O | i | 1.4
O=C(N1CCN(S(=O)(=O)c2ccc(Cl)cc2)CC1)n1ccnc1 | i | 0.6
O=C(c1cc(S(=O)(=O)N2CCOCC2)c(Cl)cc1Cl)N1CCCC1 | i | 0.6
C=C(C(=O)Oc1c(C(C)(C)C)cccc1C(C)(C)C)c1ccccc1 | i | 2.6
COc1ccc(CN(C)C(=O)C2CSC3(C)CCC(=O)N23)c(OC)c1 (configuration not stated) | i | 1.2
CC(C)CNC(=O)c1[nH]c(C(F)(F)F)nc1-c1ccccc1 | i | 2.2
Cc1nc(C(=O)Nc2ccc(Cl)cc2)sc1C1(C)CC(c2cccc([N+](=O)[O-])c2)=NO1 (configuration not stated) | i | 1.6
COc1ccc(-c2cccc(NS(=O)(=O)c3ccccc3[N+](=O)[O-])c2)nn1 | i | 0.6
Cc1nc(N/N=C/c2cccnc2)cc(N2CCOCC2)n1 | i | 0.3
CC1(C(=O)Nc2ccccc2F)CCN1C(=O)Cc1cc(F)ccc1F (configuration not stated) | i | 0.8
O=C(Oc1ccccc1F)C1CCN(C(=O)c2ccc(F)cc2)CC1 | i | 0.3
